# ER stress death – protection against thapsigargin ER stress killing – CSM14.1 cells, ATP luminescence, primary screen; CSM14.1 thapsigargin ER stress survival; actives 0.33% (n = 48,000); relative survival (cellular ATP), % at 15 µg/mL (by protocol);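 active means survival measured by cellular ATP above 50% at 15 µg/ml in the first screen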;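 further: cell death triggered by about 15 µM thapsigargin; ATP read 24 h after thapsigargin was added; plate controls were thapsigargin with DMSO for no effect and DMSO without thapsigargin for full effect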
# The depositor's hits bear a star. This is a subset; count on the stated rates, not on these rows.
SMILES,ER stress death
Cc1cccc(C(=O)Nc2ccc3nn(-c4ccc(F)cc4)nc3c2)c1,6
O=C(O)c1ccccc1Nc1nc2nc3ccccc3c(=O)n2cc1Br,7
O=C(NCc1cccnc1)c1cnn2c1NC(c1ccc(F)cc1)CC2C(F)(F)F (stereo not drawn),-1
CCOC(=O)C1=CN(c2ccc(OCC)cc2)C=C(C(=O)OCC)C1c1ccc(OC)cc1,13
COC(=O)C1=C(C(=O)OC)SC(=C2C(=S)C(C)(C)N(C(=O)C(F)(F)F)c3ccc(C)cc32)S1,34
O=C(Nc1cc(Cl)cc(Cl)c1)c1ccc(CN2CCc3ccccc3C2)cc1,-10
c1ccc(CCSc2nc3ccccc3[nH]2)cc1,10
COc1ccc2c(c1)OCC/C2=N\OC(=O)c1ccccc1OC,-28
NC(=S)N/N=C(/Cc1ccccc1)c1ccc(-c2ccccc2)cc1,-3
CCC1=NN(C(=O)c2ccccc2O)C(O)(c2ccncc2)C1 (stereo not drawn),2
Fc1cccc(Cl)c1C=NN1CCN(c2ccc(Cl)cc2)CC1,13
C=CCC1(N(CCc2ccccc2)C(C)=O)CCCCC1,5
Cc1n[nH]c(C)c1CCCCOc1ccccc1,-9
CC(=O)c1cnc2cc(-c3ccc(Cl)cc3)nn2c1C,-2
Cc1ccc(S(=O)(=O)NC2CCCCCCC2)cc1,5
COc1ccccc1N(CC(=O)NC(C)c1ccccc1)S(=O)(=O)c1ccccc1 (stereo not drawn),4
CN(C)CC#CC(O)(c1ccccc1)c1ccccc1,-5
COc1ccc(O)c(C2NN=C(Cc3ccccc3)S2)c1 (stereo not drawn),7
Cc1cccc(C(=O)Nc2ccc(NC(=O)COc3ccccc3C)cc2)c1,9
CSc1ccc(S(=O)(=O)N(CC(=O)N2CCCC2)c2ccc(C)cc2)cc1,10
COc1cc2c(cc1OC)C(C)=NC(C)(C)C2,-4
COc1ccc(C/C(N)=N/OC(=O)c2cccs2)cc1,-2
CC(C)CC(=O)N1CCN(Cc2ccncc2)CC1,1
CSc1ccc(/C=C2/SC(NC(C)=O)=NC2=O)cc1,-1
CCOC(=O)c1cccc(NC(=O)c2ccc(OC)cc2)c1,1
Cc1ccc(NC(=O)Cn2cnc3c2c(=O)n(C)c(=O)n3C)nc1,15
CCOc1cc(C=C2C(=O)NC(=O)NC2=O)ccc1OCCOc1ccc(C(C)(C)C)cc1,4
COc1ccc(-c2ccc(/C=C/C(=O)c3ccc(C)cc3)o2)cc1,7
Cc1cc([N+](=O)[O-])ccc1NCc1cccc([N+](=O)[O-])c1,6
CC(C)(C)c1ccc(OCC(=O)NCCO)cc1,-6
O=C(COc1ccccc1)Nc1ccc(N2CCOCC2)cc1,14
Cn1/c(=N/N=C/c2cccc(C(F)(F)F)c2)sc2ccccc21,-2
CCOC(=O)c1oc2cccc(O)c2c1CNCc1ccccc1,7
Clc1ccc(-c2nc(-c3ccncc3)no2)c(Cl)c1,-4
COc1ccc(N(CC(=O)Nc2ccc(OC)cc2OC)S(=O)(=O)c2ccccc2)cc1,8
COc1ccc(-n2nc3cc(C)c(NC(=O)/C=C/c4ccccc4)cc3n2)cc1,7
COC(CNS(=O)(=O)c1ccccc1)c1ccccc1 (stereo not drawn),2
Cc1ccc(NC(=O)C(=O)NCCN2CCOCC2)c(C)c1,3
COc1ccc(/C=N/NC(=O)c2ccncc2)cc1Br,9
CN1CCN(Cn2c(O)c(N=NC(=O)c3cccnc3)c3cc(Br)ccc32)CC1,3
O=C(O)CSc1nnc(-c2sc3ccccc3c2Cl)n1-c1ccccc1,4
O=C1NC(=O)/C(=C\c2cccc([N+](=O)[O-])c2)S1,-2
Cc1cc2nc(SCc3ccccc3)nc(C)c2cc1C,1
CC(=O)C1=C(O)C(=O)N(c2nc3ccccc3s2)C1c1ccccc1F (stereo not drawn),-2
O=S(=O)(Cc1ccccc1)CC(O)COc1ccc(Cl)cc1 (stereo not drawn),10
O=C(c1ccc(F)cc1)N1CCN=C1c1ccccc1,3
Cc1cc(C)cc(N2C(=O)NC(=O)/C(=C\c3cccc(O)c3)C2=O)c1,1
CCC(=O)c1ccc(N2CCOCC2)c(F)c1,6
O=S(=O)(c1ccccc1)N1CCN(S(=O)(=O)c2ccccc2)C(O)C1O (stereo not drawn),3
COc1c(Cl)cc(C(=O)Nc2ccc(Cl)cn2)cc1Cl,4
CN1CCN(c2ccc([N+](=O)[O-])c(NCCOc3ccc(C(C)(C)C)cc3)c2)CC1,-9
COc1cccc(C(=O)NNC(=O)COc2ccc(C(C)(C)C)cc2)c1,2
CC1(C)Oc2ccc3ccc(=O)oc3c2/C(=C/N2CCCCC2)C1=O,-24
Cc1cc(OC2CCCCC2)nc(-c2ccccc2O)n1,7
O=C(CC(c1ccccc1)c1ccccc1)N1CCCCC1,8
COc1ccc(C2NC(=O)NC(C)=C2C(=O)Nc2cc(Cl)ccc2C)cc1OC (stereo not drawn),-4
CCOC(=O)c1c(C)oc2cc(Cl)c(O)c(CN(C)C)c12,-2
N/C(=N\OC(=O)/C=C/c1ccccc1)c1ccc(Br)cc1,-2
CCOC(=O)c1ccccc1NS(=O)(=O)c1ccccc1,6
CCN(CC)CCCCCOc1cccc(Cl)c1,-12

# (continued)
SMILES,ER stress death
Cc1cccc(OCC(=O)N/N=C/c2cccnc2)c1,2
N#C/C(=C/c1ccc(-c2ccccc2)cc1)c1nc(-c2ccc(Cl)cc2)cs1,-15
O=C(Nc1ccc2nn(-c3ccc(F)cc3)nc2c1)c1ccncc1,-4
O=C(Oc1c(Br)cc(Br)cc1/C=N/NC(=O)c1ccccn1)c1cccc(F)c1,9
Cc1ccccc1N=C1NC(=O)CS1,9
Cc1ccc(SC(CC(=O)O)c2ccccc2)cc1 (stereo not drawn),-4
CCCc1cc2c(-c3ccccc3)cc(=O)oc2cc1OCC,1
COc1cc([N+](=O)[O-])ccc1NC(=O)/C=C/c1ccc(OC)c(OC)c1,9
Cc1cccc(NCC(O)Cn2c3ccccc3c3ccccc32)c1C (stereo not drawn),9
O=S(=O)(Nc1cccc(I)c1)c1ccc(Cl)cc1,-3
CC1=C(C(=O)c2ccccc2)C(c2cccc([N+](=O)[O-])c2)NC(=O)N1 (stereo not drawn),8
Cc1cccc(NC(=O)COc2cc(C)c(Cl)c(C)c2)c1C,0
O=S1(=O)CCC(NC(=S)N=Nc2c(O)[nH]c3ccccc23)C1 (stereo not drawn),5
COc1ccc(OC)c(CN2CCN(Cc3ccc(Br)cc3)CC2)c1,-1
O=[N+]([O-])c1ccc(-c2ccc(/C=N/n3cnnc3)o2)cc1,9
CCOC(=O)c1c(C)oc2ccc(OCc3ccccc3)cc12,0
CCCCOc1ccc(C(=O)NCCC2(O)CCOC(C)(C)C2)cc1 (stereo not drawn),2
O=C(COc1cc(Cl)c(Cl)cc1Cl)N/N=C/c1cccnc1,5
CS(=O)(=O)Nc1nnc(SCC(=O)N(c2ccccc2)c2ccccc2)s1,3
CCN(CC)c1ccc(NC(=O)COc2ccc(C)cc2C)cc1,6
COc1cccc(C(=O)N2c3cc(OC)ccc3-c3c(ssc3=S)C2(C)C)c1,-2
O=C(NN=C1CCCCC1)c1cccnc1,-16
CCc1ccc(-c2csc(-c3cc4cccc(OC)c4oc3=O)n2)cc1,8
CC(C)CCNC(=O)c1cccc([N+](=O)[O-])c1,0

# Some of these compounds in order of SMILES length, lowest first.
SMILES,ER stress death
CC(C)(C)c1ccc(OCC(=O)NCCO)cc1,-6
CCOC(=O)c1c(C)oc2ccc(OCc3ccccc3)cc12,0
O=S1(=O)CCC(NC(=S)N=Nc2c(O)[nH]c3ccccc23)C1 (stereo not drawn),5

# (more compounds)
SMILES,ER stress death
Cc1ccc2oc(-c3cc(NC(=O)C(C)C)ccc3O)nc2c1,15
COc1ccccc1NC(=O)C1CC1(c1cccc(C)c1)c1cccc(C)c1 (stereo not drawn),-2
CCOC(=O)c1c(C)oc2cc(Br)c(OC(=O)c3ccc([N+](=O)[O-])cc3)cc12,4
O=[N+]([O-])c1ccccc1/C=N/n1cnnc1,12
O=C(Nc1ccccc1F)c1ccc(CSc2ccc(Cl)cc2)cc1,11
COc1ccc(-c2cc(-c3ccccc3)nc(-n3[nH]c(-c4ccccc4)cc3=O)n2)cc1OC,21
O=C(/C=C/c1ccc(-c2ccccc2[N+](=O)[O-])o1)Nc1ccc(-c2nc3ccccc3o2)cc1,-1
CC1=NN(C(=O)c2ccc(Cl)cc2)C(O)(c2cccnc2)C1 (stereo not drawn),2
Cc1cc(NC(=O)c2ccc(Cl)cc2)ccc1-c1cc2ccccc2oc1=O,1
O=C(CN1C(=O)S/C(=C/c2ccccc2F)C1=O)Nc1ccc(O)cc1,-2
O=C1CCCc2oc3ccc(NS(=O)(=O)c4cc(Cl)ccc4Cl)cc3c21,8
Clc1ccc(N2CCN(/N=C\c3cccs3)CC2)cc1,10
O=C1NC(=Nc2cccnc2)S/C1=C\c1ccccc1Cl,6
O=C(O)CCSc1nc2ccc(N3C(=O)c4ccccc4C3=O)cc2s1,-9
O=c1oc2cc([N+](=O)[O-])ccc2nc1/C=C(O)/C=C\c1ccccc1,10
CC(=O)N1N=C2CC(C)(C)OCC2C1c1ccccc1 (stereo not drawn),7
CCOc1ccc(-c2cc(C)n3nc(C(=O)Nc4cc(C)ccc4O)cc3n2)cc1,9
CCCCN(/C=C/C(=O)c1ccccc1)S(=O)(=O)c1ccccc1,9
CCOC(=O)c1c(CN(C)C)n(C)c2cc(Br)c(O)cc12,-6
CCNC(=S)N(Cc1ccc(Cl)cc1)C1CC(=O)N(c2ccccc2)C1=O (stereo not drawn),6
O=c1c2cnn(-c3ccccc3)c2nc(-c2ccccc2F)n1-c1cccc(Cl)c1,-1
COc1ccc(/C=N/NC(=O)CCc2c(C)n[nH]c2C)cc1O,4
COc1ccc(OC)c(NC(=O)CN(c2ccccc2Cl)S(C)(=O)=O)c1,-7
O=C(Oc1ccc(Cl)cc1)c1cccc(S(=O)(=O)N2CCOCC2)c1,11
COc1ccc2ccccc2c1C1NC(=O)NC(C)=C1C(=O)Nc1cc(Cl)ccc1C (stereo not drawn),0
COc1ccccc1N1CCN(C(=O)c2ccco2)CC1,-1
CCC(=O)Nc1ccc(NC(=O)COc2ccccc2)cc1,4
CN(C)/C=C1\N=C(c2cccc(Cl)c2)OC1=O,7
CC(Sc1ccc(Cl)cc1)C(=O)O (stereo not drawn),0
Cc1ccc2c(c1)C(c1ccccc1Cl)CC(=O)N2 (stereo not drawn),-2
Cc1cc(NC(=O)c2cc3ccccc3o2)ccc1NC(=O)c1ccccc1,6
O=c1[nH]c2ccc(Cl)cc2c(-c2ccccc2)c1Sc1nc2ccccc2[nH]1,0
CCOC(=O)c1c(C)nc2c(c1-c1ccc(Br)cc1)C(=O)CC(C)(C)C2,16
Cc1ccc(-c2ccc(C=C3C(=O)NC(=O)NC3=O)o2)c(Br)c1,13
Cc1ccc(NC(=O)COc2ccc(Br)c(C)c2)c([N+](=O)[O-])c1,-3
CC(=O)NC12CC3CCC(CC(C3)C1)C2,-1

# Four entries from above, as labelled records.
CCC(=O)Nc1ccc(NC(=O)COc2ccccc2)cc1
  ER stress death: 4

CN(C)/C=C1\N=C(c2cccc(Cl)c2)OC1=O
  ER stress death: 7

CC(Sc1ccc(Cl)cc1)C(=O)O (stereo not drawn)
  ER stress death: 0

Cc1ccc2c(c1)C(c1ccccc1Cl)CC(=O)N2 (stereo not drawn)
  ER stress death: -2

# (list continues)
SMILES,ER stress death
CCCCNC(=S)NNC(=O)C12CC3CC(CC(C3)C1)C2,0
CCOC(=O)c1ccc(NC(=O)c2cccc([N+](=O)[O-])c2C)cc1,-3
O/C(=C/c1nc2ccccc2nc1/C=C(/O)c1ccccc1)c1ccccc1,10
COC(=O)C1=CNC=C(C(=O)OC)C1c1ccc(C)cc1,5
O=C(CSc1nc2ccccc2n1Cc1ccccc1)N/N=C/c1ccccc1Br,3
COc1ccccc1OCCNC(=O)c1ccc(F)c2ccccc12,14
CCCC(C)NC(=O)c1ccc(Cl)c([N+](=O)[O-])c1 (stereo not drawn),-8
COc1ccc(C(=O)N/C(=C\c2ccc(-c3cccc([N+](=O)[O-])c3)o2)C(=O)NCCN2CCOCC2)cc1,-1
CCOC(=O)c1sc(NC(=O)CC(c2ccccc2)c2ccccc2)c(C(N)=O)c1C,7
O=C/C(=C\Nc1ccc(Br)cn1)c1nc2cc(Cl)ccc2o1,12
CCOC(=O)C1(C)C=C(Nc2ccc(C)cc2)C(=O)N1c1ccc(C)cc1 (stereo not drawn),2
O=C(Nc1cccc(Cl)c1)Nc1nnc(COc2ccc(F)cc2)s1,0

# Individual results from the list:
# ER stress death with COc1c(Cl)cc(C(=O)Nc2ccc(Cl)cn2)cc1Cl reads 4
# ER stress death with CC1=C(C(=O)c2ccccc2)C(c2cccc([N+](=O)[O-])c2)NC(=O)N1 (stereo not drawn) reads 8
# ER stress death with COc1ccc(N(CC(=O)Nc2ccc(OC)cc2OC)S(=O)(=O)c2ccccc2)cc1 reads 8
# ER stress death with CCOC(=O)c1ccc(NC(=O)c2cccc([N+](=O)[O-])c2C)cc1 reads -3
# ER stress death with COc1ccccc1OCCNC(=O)c1ccc(F)c2ccccc12 reads 14
# ER stress death with Cc1cc(NC(=O)c2ccc(Cl)cc2)ccc1-c1cc2ccccc2oc1=O reads 1
# ER stress death with O=C(Nc1cc(Cl)cc(Cl)c1)c1ccc(CN2CCc3ccccc3C2)cc1 reads -10
# ER stress death with Cc1ccc(SC(CC(=O)O)c2ccccc2)cc1 (stereo not drawn) reads -4
# ER stress death with CN1CCN(c2ccc([N+](=O)[O-])c(NCCOc3ccc(C(C)(C)C)cc3)c2)CC1 reads -9
# ER stress death with COc1ccc(-c2ccc(/C=C/C(=O)c3ccc(C)cc3)o2)cc1 reads 7

# Additional compounds
SMILES,ER stress death
Cc1ccc(NC(=O)COc2ccc(Br)cc2)c([N+](=O)[O-])c1,3
O=C(O)c1ccc(C(=O)c2ccccc2)o1,4
COc1ccccc1/C=C1/SC(=S)N(C(C)C(=O)O)C1=O (stereo not drawn),16
CCCN1C(=O)c2ccccc2NC1c1ccc(O)c(OC)c1 (stereo not drawn),-3
Cc1occc1C(=O)Nc1ccc([N+](=O)[O-])cc1Cl,4
CCOC(=O)c1c(NC(=O)c2ccc(C)o2)sc2c1CCCCCC2,-1
CCOc1ccc(Nc2ccc3noc4c3c2C(=O)c2ccccc2-4)cc1,12
O=C1NN(c2ccc(F)cc2)C(=O)/C1=C\c1ccc(F)cc1,-6

# Screening data deposited in PubChem by Sanford-Burnham Center for Chemical Genomics.
